aDG glyco act: increases alpha dystroglycan glycosylation; 360,000 compounds, 0.22% hits; Pro5-aDG cells, alpha-DG glycosylation AlphaScreen (IIH6); 0% Pro5, 100% B10-LARGE cell signal; activation, % at 10 µM;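 active = activation of at least 8% versus controls, or a plate z-score of at least 8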;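 note: Pro5 are CHO cells carrying HIG-tagged alpha-DG that lacks glycosylation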
NR2E3 ag-1: agonists of human NR2E3 nuclear receptor | Q9Y5X4 | CHO-S Gal4-NCOR/VP16-NR2E3 two-hybrid, luciferase | inhibition of corepressor binding, % at 3.98 µM | 360,000 compounds, 0.35% hits | AID 602229;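 active = inhibition above the mean of all tested compounds plus 3 SD, cut at about 70% in these data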;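 note: 0% = DMSO with NR2E3 transfected cells and 100% = cells lacking NR2E3 construct; higher means lower luciferase signal from less NR2E3 corepressor binding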
Target sequence (Q9Y5X4 whole entry, looked up, the tested form may be a part): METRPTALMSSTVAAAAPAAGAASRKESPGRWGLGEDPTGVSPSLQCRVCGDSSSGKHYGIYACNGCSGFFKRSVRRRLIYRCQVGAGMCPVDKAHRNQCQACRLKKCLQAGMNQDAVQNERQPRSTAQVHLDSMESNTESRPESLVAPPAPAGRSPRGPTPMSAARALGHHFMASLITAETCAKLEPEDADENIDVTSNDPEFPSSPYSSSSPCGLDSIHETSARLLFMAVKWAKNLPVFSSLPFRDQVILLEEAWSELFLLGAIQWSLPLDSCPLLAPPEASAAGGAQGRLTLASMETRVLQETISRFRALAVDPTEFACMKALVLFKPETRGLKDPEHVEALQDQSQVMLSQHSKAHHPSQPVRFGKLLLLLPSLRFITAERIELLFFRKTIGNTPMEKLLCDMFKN
TWEAK-Fn14 inh: inhibitors of TWEAK-Fn14 interaction signaling; inhibition, % at 10 µM; TWEAK-stimulated Fn14 reporter cells, luciferase luminescence, 8 h; 360,000 compounds, 2% hits; in the data active = inhibition above about 50%
NR2E3 ag-2: activates human photoreceptor nuclear receptor NR2E3. inhibition of corepressor binding, % at 4.78 µM. 320,000 compounds, 0.12% hits. Q9Y5X4. GST-NR2E3/biotin-RetCOR TR-FRET, 1536-well. AID 2300;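 active = percent inhibition above the cutoff of mean plus 3 SD of all tested compounds, set per screening campaign, cut at about 20% in these data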;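 note: 0% = DMSO wells and 100% = biotin wells as full block of FRET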
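System: GST-tagged NR2E3 plus biotinylated RetCOR corepressor; Buffer or medium: pH 7.5 Tris-based buffer; Probe or stimulus: RetCOR corepressor, biotinylated, 7 nM; Doses: compound at 4.8 µM, single dose; Schedule: 5 h incubation at 4 °C; Technique: time-resolved FRET; Evaluation: percent inhibition of TR-FRET ratio; Replication: one well per compound, singlicate testing.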
Peg3 promoter: inhibitors of Peg3 promoter; HeLa PEG-Prom luciferase reporter, luminescence, overnight; inhibition, % at 20 µM; 360,000 compounds, 1.7% hits;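 active = inhibition of at least 50% at 20 µM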
iPSC survival up: increases survival of single human iPS cells | hiPSC single-cell survival, ATPlite luminescence; 100% = ROCK inhibitor wells, 0% = DMSO | survival enhancement, % at 20 µM | 360,000 compounds, 0.044% hits | AID 602274; in the data active = survival enhancement above about 18%;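 note: cells exposed to compounds for 16 hours before the ATP read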
HIF-2a block: blocks HIF-2a reporter activity; inhibition, % at 18.8 µM; 786-0 RCC cells HIF-2a reporter, luciferase luminescence, overnight; AID 624352; 360,000 compounds, 0.72% hits;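 active = inhibition of the luminescence signal of 40% or more relative to plate controls, in a single-dose primary screen at 18.75 µM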
KKLEB cytotox: CF airway cell cytotoxicity counter-screen; KKLEB CF airway cells viability, ATPlite luminescence, overnight; hits give low values; cells stimulated with P. aeruginosa culture filtrate; activity change (cytotoxicity), % at 5 µM; 360,000 compounds, 0.36% hits; AID 602141;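 active = corrected activity change at or below -50% at 5 µM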
TRPM1 prom inh: reduces MITF-dependent TRPM1 promoter luciferase signal; SK-MEL-5 TRPM1 promoter luciferase, 24 h; inhibition, % at 12.5 µM; 330,000 compounds, 0.83% hits;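 active = mean inhibition across replicates of 60% or more, whatever share of single replicates reaches that level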; note: values of inactives mirror those of a sister screen read the other way
CF NFkB block: cystic fibrosis NF-kB activation inhibition | KKLEB NF-kB-GFP reporter, PAF-induced, GFP fluorescence overnight | inhibition, % at 5 µM | 360,000 compounds, 0.86% hits;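 active = at least 50% inhibition at 5 µM, scaled per plate between neutral and stimulator controls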;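 note: PAF is a Pseudomonas aeruginosa culture filtrate used as stimulus; plate controls were PAF-stimulated DMSO wells for no effect and unstimulated DMSO wells for full effect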
Shn3 3UTR inh: Schnurri-3 reporter inhibition in Clone20 osteoblasts; Clone20 osteoblast Shn3 3'UTR firefly luciferase, 24 h; inhibition, % at 12.5 µM; 360,000 compounds, 0.52% hits;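 active = mean inhibition of at least 75% with every replicate also reaching 75%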;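 note: 0% = median of neutral control wells and 100% = pilot-screen positive control compound; some compounds past the cut are filed as inactive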
Numbers without * were called inactive; nt = not tested or not shown. This is a random part of the collection (roughly 4.4% active in at least one column).

cpd	Compound	aDG glyco act	NR2E3 ag-1	TWEAK-Fn14 inh	NR2E3 ag-2	Peg3 promoter	iPSC survival up
1	O=C(Nc1ccccc1)C1CCCN(C(=O)c2ccc(F)cc2)C1 (centres undefined)	0.0	11	-11	-3	13	-0.2
2	C=CCNC(=S)N1CCC(Cc2ccccc2)CC1	-0.1	21	-10	nt	2	-0.4
3	Cc1ccc(C)c(Oc2coc3cc(OC(=O)c4cccs4)ccc3c2=O)c1	-0.1	-3	-2	3	10	-2.2
4	COc1ccccc1NC(=O)Nc1nc(CC(=O)Nc2ccc(F)c(F)c2)cs1	0.3	0	24	1	12	0.6
5	CCCOc1cccc(OCC(=O)Nc2nc3ccccc3[nH]2)c1	0.0	-23	-10	1	-24	0.6
6	CN(CC(=O)Nc1cccc(F)c1)C(=O)c1cn(-c2ccccc2)nc1-c1cccs1	0.2	-22	22	1	36	0.1
7	c1ccc(-n2cnnc2SCc2cn3ccccc3n2)cc1	0.1	-35	7	-3	-5	-0.7
8	CN1CCN(C(=O)C(C(=O)c2ccc(F)cc2)n2ccccc2=O)CC1 (centres undefined)	0.2	-13	-6	-2	9	-3.7
9	CC(C)(C)C(=O)Nc1ccc(N2CCCC2)cc1	-0.2	-17	22	-1	-23	2.9
10	CCCC(=O)N(c1ccc2oc(C)c(C(C)=O)c2c1)S(=O)(=O)c1ccc(C(=O)O)cc1	0.1	-8	4	2	3	0.8
11	O=C1[C@H](Oc2ccccc2)[C@@H](c2ccccc2)N1c1ccncc1	0.0	-5	65*	nt	33	-3.1
12	COc1cccc(CNCc2cccc(OC)c2O)c1O	-0.2	0	20	nt	-3	0.8
13	Cc1cccc(NC(=O)CSc2nnc3ccc(-c4cccnc4)nn23)c1	0.1	-18	7	nt	5	0.1
14	O=C(CNC(=O)c1ccccc1Cl)N/N=C/c1ccc([N+](=O)[O-])s1	12*	-22	-28	3	-10	-0.3
15	O=C1Nc2ccccc2SC1c1ccccc1 (centres undefined)	-0.2	1	18	nt	3	0.1

cpd	HIF-2a block	KKLEB cytotox	TRPM1 prom inh	CF NFkB block	Shn3 3UTR inh
1	14	-9	0	13	4
2	6	-1	7	-11	6
3	-5	3	-4	-2	4
4	-41	-9	-6	9	21
5	-18	1	-8	4	-4
6	-15	-12	2	-24	6
7	24	1	1	-6	6
8	4	9	-2	-7	-6
9	-11	-2	1	-5	-3
10	15	-1	nt	-8	-1
11	-70	-29	22	49	-16
12	4	4	-12	-10	58
13	7	2	nt	3	8
14	-18	-1	46	1	24
15	8	2	4	-15	-13

Reformatted with each value named: part of the list above
12) COc1cccc(CNCc2cccc(OC)c2O)c1O
  aDG glyco act: -0.2
  NR2E3 ag-1: 0
  TWEAK-Fn14 inh: 20
  NR2E3 ag-2: nt
  Peg3 promoter: -3
  iPSC survival up: 0.8
  HIF-2a block: 4
  KKLEB cytotox: 4
  TRPM1 prom inh: -12
  CF NFkB block: -10
  Shn3 3UTR inh: 58

13) Cc1cccc(NC(=O)CSc2nnc3ccc(-c4cccnc4)nn23)c1
  aDG glyco act: 0.1
  NR2E3 ag-1: -18
  TWEAK-Fn14 inh: 7
  NR2E3 ag-2: nt
  Peg3 promoter: 5
  iPSC survival up: 0.1
  HIF-2a block: 7
  KKLEB cytotox: 2
  TRPM1 prom inh: nt
  CF NFkB block: 3
  Shn3 3UTR inh: 8

14) O=C(CNC(=O)c1ccccc1Cl)N/N=C/c1ccc([N+](=O)[O-])s1
  aDG glyco act: 12*
  NR2E3 ag-1: -22
  TWEAK-Fn14 inh: -28
  NR2E3 ag-2: 3
  Peg3 promoter: -10
  iPSC survival up: -0.3
  HIF-2a block: -18
  KKLEB cytotox: -1
  TRPM1 prom inh: 46
  CF NFkB block: 1
  Shn3 3UTR inh: 24

15) O=C1Nc2ccccc2SC1c1ccccc1 (centres undefined)
  aDG glyco act: -0.2
  NR2E3 ag-1: 1
  TWEAK-Fn14 inh: 18
  NR2E3 ag-2: nt
  Peg3 promoter: 3
  iPSC survival up: 0.1
  HIF-2a block: 8
  KKLEB cytotox: 2
  TRPM1 prom inh: 4
  CF NFkB block: -15
  Shn3 3UTR inh: -13

Further records.
cpd	Compound	aDG glyco act	NR2E3 ag-1	TWEAK-Fn14 inh	NR2E3 ag-2	Peg3 promoter	iPSC survival up
16	Cc1ccc2[nH]c(=O)c(CN(Cc3ccco3)C(=O)CN3CCCC(C)C3)cc2c1 (centres undefined)	-0.4	-9	-1	-1	6	-0.1
17	O=C(O)c1ccc(-n2nc(C(F)(F)F)c3c2-c2ccoc2CC3)cc1	0.2	-18	-8	0	-1	-1.3
18	CCN1C(=O)[C@@H]2[C@H](C1=O)[C@@H]1C(=O)Nc3ccccc3C(=O)N1[C@@H]2c1ccc(OC)cc1	-0.2	10	3	-4	4	2.9
19	CC(C)C[C@H](NC(=O)NCCc1ccc(Cl)cc1)C(=O)O	0.0	-7	10	-1	5	-3.5
20	COc1cccc(SCc2noc(C(=O)NCc3ccccc3)c2C(=O)NCc2ccccc2)c1	0.1	-4	5	5	7	-1.0
21	CC(C)=C1C2CCC1C1C(=O)N(c3ccc(C)c(C)c3)C(=O)C21 (centres undefined)	0.1	-14	0	2	13	-0.7
22	CCN(CC)S(=O)(=O)c1ccc(N/N=C/c2ccccc2OCC(=O)O)c([N+](=O)[O-])c1	-0.2	8	5	-2	-4	1.5
23	O=C(CN(C(=O)c1ccccc1Cl)N1C(=O)CCCC1=O)c1ccc(Cl)cc1	0.1	11	-12	-5	1	0.1
24	CC(C)CNC(=O)NC(=O)COc1c(F)c(F)cc(F)c1F	0.0	-3	-3	0	-14	6.5
25	COC(=O)C1C(c2ccc(OC)cc2)NC(=O)NC1(O)C(F)(F)Cl (centres undefined)	0.0	5	-16	-2	15	1.7
26	CC(=O)c1c(C)[nH]c(C(=O)OCc2ccccc2F)c1C	0.5	-98	5	-2	-302	-0.7
27	C(=N\N1CCN(c2ccccn2)CC1)/C1=C(N2CCOCC2)C(=C/c2ccccc2)/CC1	-0.7	2	3	2	34	0.8
28	CCCC(c1nnnn1C(C)(C)CC)N1CCN(C2CCCC2)CC1 (centres undefined)	0.6	6	-7	-1	4	-0.6
29	CCOC(=O)C1=C(c2ccccc2)Nc2nc(C)nn2C1c1cccc(OC)c1OC (centres undefined)	0.1	-20	23	-1	8	-0.3
30	Cc1cc(C)c(NC(=S)N(C)C)c(C)c1	0.0	2	13	2	2	0.0

cpd	HIF-2a block	KKLEB cytotox	TRPM1 prom inh	CF NFkB block	Shn3 3UTR inh
16	17	9	7	1	3
17	18	2	4	16	-5
18	0	14	-2	2	-8
19	14	0	-13	-2	-3
20	11	-6	-1	1	-14
21	17	14	-7	-4	-7
22	17	3	-4	11	-2
23	18	1	-14	-5	nt
24	-29	14	3	-6	-4
25	9	-8	1	22	-13
26	-312	-4	-63	-20	20
27	18	-3	1	7	19
28	12	5	0	-15	56
29	24	-3	5	5	-22
30	10	-3	5	-6	1

Other entries follow.
cpd	Compound	aDG glyco act	NR2E3 ag-1	TWEAK-Fn14 inh	NR2E3 ag-2	Peg3 promoter	iPSC survival up
31	COc1ccccc1N(CC(=O)NCCSCc1ccccc1Cl)S(C)(=O)=O	0.1	22	11	-1	30	-0.5
32	COc1cccc(C(=O)N2CCOCC2)c1OC	-0.1	-13	4	-3	7	0.1
33	CCNc1ccc(P(=O)(c2ccccc2)c2ccccc2)cc1	0.3	-15	-3	4	2	3.2
34	COc1ccccc1CN1C(=NC(=O)C2CCCCC2)SC2CS(=O)(=O)CC21 (centres undefined)	0.0	18	-19	-3	14	0.0
35	Cc1c(C)n2c(SCC(=O)N3CCOCC3)nnc2[nH]c1=O	0.5	13	2	0	-18	-0.2
36	C=CCN1CC(O)=C(c2nc3ccccc3[nH]2)C1=N	0.1	-16	-20	-2	-38	0.6
37	Clc1ccc(CSc2ncnc3c2ncn3C2CCCCO2)cc1 (centres undefined)	0.5	-41	0	nt	-151	0.5
38	Cc1ccc(SCc2nc(-c3ccncc3)no2)cc1	0.6	-20	-19	2	-112	-1.3
39	COc1ccc(OC)c(CCNC(=O)c2cccc(NC3=NC4CS(=O)(=O)CC4S3)c2)c1 (centres undefined)	-0.1	-13	-4	2	-5	0.8
40	Cc1nc(C)n(CCNC(=O)c2ccco2)n1	-0.1	-16	-1	nt	17	0.4
41	Cc1ccc(S(=O)(=O)N2c3ccc(S(N)(=O)=O)cc3CC2C)cc1 (centres undefined)	-0.2	-4	-12	2	3	-1.9
42	CC(=O)N1CCN(C(=O)CCc2nc3ccccc3c(=O)[nH]2)CC1	-0.3	9	-1	6	-3	0.6
43	CC1CN(C(=O)CCC(=O)NCc2ccc(Cl)cc2)c2ccccc2O1 (centres undefined)	0.0	-12	1	-5	1	-2.3
44	CN(CC(=O)N(C)CC(=O)Nc1c(Cl)cccc1Cl)Cc1ccc(Br)s1	0.0	-14	3	3	9	-0.6
45	O=C(CCCN1C(=O)/C(=C/c2ccccc2Cl)SC1=S)NNC(=O)c1ccc(Cl)cc1	0.0	-9	53*	0	64*	-0.5

cpd	HIF-2a block	KKLEB cytotox	TRPM1 prom inh	CF NFkB block	Shn3 3UTR inh
31	14	1	9	8	-3
32	10	8	-13	-1	11
33	14	-2	-1	-1	2
34	18	10	-2	-12	3
35	4	8	6	-2	-32
36	-137	9	-23	-8	-58
37	-206	-11	-34	12	-12
38	-113	1	-20	-5	-3
39	-1	-14	nt	-17	-11
40	12	4	-2	10	-9
41	7	5	9	6	-11
42	9	3	5	13	-2
43	-5	6	nt	14	-74
44	8	-5	-6	3	51
45	73*	-9	37	4	-18

Further records:
cpd	Compound	aDG glyco act	NR2E3 ag-1	TWEAK-Fn14 inh	NR2E3 ag-2	Peg3 promoter	iPSC survival up
46	COC(=O)c1ccc2c(c1)NC(=O)C1CCCN21 (centres undefined)	0.1	-3	24	-1	1	-0.6
47	Cc1ccc(Cc2c(-c3cccc(Cl)c3)nc3ccc(Cl)cn23)cc1	0.1	-44	-13	nt	-38	0.1
48	C=CCn1c(C)nc2c(sc3nc4c(cc32)COC(C)(C)C4)c1=O	-0.1	-65	-28	-1	-299	0.0
49	Cc1cc(C)n2nc(Cc3ccccc3)nc2n1	-0.3	20	-6	-3	19	2.3
50	CC(Sc1ccc(Cl)cc1)C(=O)NNC(=O)c1ccco1 (centres undefined)	0.0	-9	23	nt	2	0.3
51	Cc1c(N(C(=O)CNC(=O)c2ccccc2)C2(C(=O)NC3CCCC3)CCCCC2)c(=O)n(-c2ccccc2)n1C	0.4	1	15	-2	3	-0.2

cpd	HIF-2a block	KKLEB cytotox	TRPM1 prom inh	CF NFkB block	Shn3 3UTR inh
46	12	-2	nt	-20	5
47	-163	3	nt	0	15
48	-291	4	-69	-20	-48
49	6	-3	3	-5	-19
50	22	-11	9	-9	-1
51	10	5	1	2	-12

Screens (PubChem BioAssay)
